Source: PubChem
GALK inhibitor – inhibitors of human galactokinase; Potency, µM (doses to about 57.5 µM), inactives show at the highest dose activity change, negative = inhibition, most hits filed as inhibitors; Purified GALK, Kinase-Glo residual ATP luminescence; P51570; actives 0.007% (n = 270,000); further: potency means the concentration at half of the fitted maximal effect; on the % scale 0 is the no-effect control and ±100 the full control effect
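Kinase-Glo Plus luminescence measured ATP left after a 1 h room-temperature reaction. The reaction used 5 nM GALK, 100 uM galactose and 35 uM ATP at pH 8.0 (20 mM HEPES, 5 mM MgCl2, 60 mM NaCl, 1 mM DTT, 0.01% BSA).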
hERG WT inh – inhibitors of human wildtype KCNH2 potassium channel | activity change, % at 1.84 µM | actives 0.37% (n = 340,000) | U2OS, BacMam KCNH2, thallium flux FluxOr; hits give low values | AID 720551;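 active means maximum activity change below -70%; inconclusive means maximum activity change between -70% and -50%; inactive means maximum activity change above -50%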; further: on the % scale 0 is the no-effect control and ±100 the full control effect
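U2OS cells were transduced with wild-type KCNH2 virus (2.03 x 10^8 / mL) for 4 h at room temperature, then cultured overnight at 37 C. Thallium flux was read with FluxOr dye. Rate constants were normalized to DMSO controls.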
MBNL1-CUG inh – blocks human MBNL1 binding to CUG repeat RNA; AID 2675; Potency, µM (highest dose often 57.5 µM), without a hit: at the top dose activity change, negative = inhibition, usual class: inhibitors; Q9NR56; actives 0.036% (n = 280,000); TR-FRET MBNL1-His/biotin-(CUG)12 binding, 665/545 ratio; active means well fitted inhibition curve with a large enough effect in the signal ratio, with a control signal flat, not every such curve was filed as active; inconclusive means small, poorly fitted or top-dose-only effect, or effect the other way, or a change in a side signal; inactive means no such curve, though single readings can be large or run the other way; the % refers to the signal ratio; further: potency means the concentration at half of the fitted maximal effect; on the % scale 0 is the no-effect control and ±100 the full control effect
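MBNL1-His + Biotin-(CUG)12, cpd titration 92 nM–58 uM; Tb anti-His Ab 0.055 ng/ul, SA-XL665 5 nM (final); 60 min RT; ratiometric 665/545 nm, Ex 340 nm; normalized to buffer and full-complex controls.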
Integrin act MD – activators of alpha7 integrin expression for muscular dystrophy. Potency, µM (titrated, usually from 38.3 µM), without a hit: top-dose activation, usual class: activators. AID 624291. actives 0.064% (n = 350,000). alpha7betagal myoblasts, beta-gal FDG fluorescence, 48 h;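 further: potency means the concentration at half of the fitted maximal effect; 100% = response of the positive control SU9516; nearly all actives have a fitted effect of over 60% in size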
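alpha7betagal+/- myoblasts (passage 13, 250/well) treated 48 h at 37C with compounds at 1:260 dilution of DMSO stock. Lysed, then beta-galactosidase activity read as FDG fluorescence (ex 480/em 540) after 30 min, with pre-read for autofluorescence.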
KCNH2 3.1 block – blocks the human KCNH2 3.1 channel isoform; AID 720553; activity change, % (tested at about 1.8 µM); actives 0.95% (n = 340,000); U2OS KCNH2 3.1, thallium flux FluxOr; hits give low values;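 active means maximum activity change below -70%; inconclusive means maximum activity change from -70% to -50%; inactive means maximum activity change above -50%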;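 further: thallium influx rate constant from kinetic fluorescence after stimulation buffer; on the % scale 0 is the no-effect control and ±100 the full control effect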
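Steps: virus added to U2OS suspension (4 h, RT, dark); medium with 10% FBS added, cells plated, 37 C overnight; FluxOr/Red40 loading buffer 45 min RT; stimulation buffer, 2 min kinetic read; rate constant normalized.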
TRPV1 agonist – agonists of human vanilloid receptor 1 (TRPV1); Q8NER1; TRPV1-expressing cells, Fluo-8 calcium influx, agonist mode; activation, % at 8.33 µM; actives 0.19% (n = 320,000); AID 540275; in the data active means activation above about 80%; inconclusive means between about 30% and that limit; further: 0% is about no effect
Target sequence (Q8NER1 whole entry, looked up): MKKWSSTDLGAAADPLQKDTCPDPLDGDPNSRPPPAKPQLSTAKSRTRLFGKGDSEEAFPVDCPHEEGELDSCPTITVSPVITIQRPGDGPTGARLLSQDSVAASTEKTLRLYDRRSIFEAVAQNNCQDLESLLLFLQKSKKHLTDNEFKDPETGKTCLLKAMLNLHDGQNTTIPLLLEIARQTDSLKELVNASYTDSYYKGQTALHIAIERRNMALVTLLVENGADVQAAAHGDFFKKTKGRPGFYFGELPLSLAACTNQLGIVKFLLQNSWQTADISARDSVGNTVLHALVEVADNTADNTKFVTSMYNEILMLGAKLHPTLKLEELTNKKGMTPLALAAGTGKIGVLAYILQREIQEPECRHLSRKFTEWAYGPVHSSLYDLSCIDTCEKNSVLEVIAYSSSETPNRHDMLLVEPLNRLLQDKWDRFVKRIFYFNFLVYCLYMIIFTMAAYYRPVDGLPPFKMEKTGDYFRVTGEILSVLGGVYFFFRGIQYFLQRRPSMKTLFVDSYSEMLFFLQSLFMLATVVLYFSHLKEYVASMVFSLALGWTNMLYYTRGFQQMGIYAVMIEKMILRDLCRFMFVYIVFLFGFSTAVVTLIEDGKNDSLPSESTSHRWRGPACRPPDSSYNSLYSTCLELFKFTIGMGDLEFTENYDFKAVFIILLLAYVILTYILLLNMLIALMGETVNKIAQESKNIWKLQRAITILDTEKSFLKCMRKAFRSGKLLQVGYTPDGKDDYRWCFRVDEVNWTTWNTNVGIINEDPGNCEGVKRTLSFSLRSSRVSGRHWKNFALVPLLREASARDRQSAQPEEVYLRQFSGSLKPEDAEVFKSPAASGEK
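Fluo-8 calcium influx in TRPV1-expressing cells, kinetic read (ex 480/em 520 nm). Compound added and read 3 min for agonist activity, followed by capsaicin at EC20 final and 2 min further read for enhancement.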
S-ASM inh – inhibitors of human secretory acid sphingomyelinase | P17405 | placental ASM, HMU-PC fluorogenic substrate, 60 min | Potency, µM (highest dose often 57.5 µM), for inactives: at the top dose activity change, negative = inhibition, hits mostly inhibitors | actives 0.006% (n = 340,000) | AID 504937; further: potency means the concentration at half of the fitted maximal effect
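Steps: dispense placental human ASM, pin compound, wait 10 min at room temperature, add HMU-PC0 substrate at 9 uM final, incubate 60 min at 37 °C, add stop solution raising pH to 10, read fluorescence.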
MLL CXXC-DNA inh – MLL CXXC-DNA interaction inhibition | MLL-CXXC / FITC-HOXA9 DNA fluorescence polarization | Potency, µM (top dose mostly 115 µM), for the others: at the highest dose activity change, negative = inhibition, hits mostly inhibitors | actives 0.037% (n = 290,000) | AID 2662; active means well fitted inhibition curve with a large enough effect in the polarisation, with a control signal flat, not every such curve was filed as active; inconclusive means small, poorly fitted or top-dose-only effect, or effect the other way, or a change in a side signal; inactive means no such curve, though single readings can be large or run the other way; the % refers to the polarisation; further: potency means the concentration at half of the fitted maximal effect
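Fluorescence polarization: 7 uM MLL-CXXC (stock) preincubated 5 min with compounds, then 50 nM fluorescein-HOX-A9 DNA (stock) added; 30 min ambient. Buffer 50 mM Tris-HCl pH 7.5, 50 mM NaCl, 1 mM DTT, 0.05% BSA.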
A-T KAP1 phos – candidate therapy for ataxia-telangiectasia. […] A-T fibroblasts, KAP-1 phosphorylation AlphaLISA; neocarzinostatin DNA damage 30 min before lysis. Potency, µM (titrated, usually from 57.5 µM), for the others: at the highest dose activation, hits mostly activators. actives 0.19% (n = 320,000). AID 485349; further: potency means the concentration at half of the fitted maximal effect; % of control where 0% means no effect; nearly all actives have a fitted effect of over 45% in size
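hTERT-immortalized A-T patient fibroblasts ([…]), 500 cells/well in OPTI-MEM, 1% FBS, got compounds for 60 min, then NCS for 30 min at 37C. Lysates were then assayed for phospho-KAP-1 by AlphaLISA (anti-pKAP1 donor, anti-KAP1 acceptor beads), 6 hr at 25C.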
Coupling enz – inhibits coupling enzyme system, counter-screen for aldolase hits; coupling enzyme system counterscreen, AmpLite Red fluorescence; activity change, negative = inhibition, % at 58.2 µM, hits read low; actives 0.67% (n = 290,000); AID 2472; in the data active means activity change below about -30%; further: on the % scale 0 is the no-effect control and ±100 the full control effect
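Final compound at 57.5 uM, incubated 10 min at RT with coupling enzyme reagent (glyceraldehyde-3-phosphate), then 20 min with substrate and AmpLite Red detection. Fluorescence read at 525/598 nm; tests interference with the coupling assay, not aldolase inhibition.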
Numbers without * were called inactive; u = inconclusive; x = not tested or not shown; [ ] = another dose, or the depositor's remark. Unless noted, the call rests on the fitted dose curve; in most records, active means well fitted curve in the direction sought with a large enough effect; inconclusive means small, poorly fitted or top-dose-only effect, or another doubt; inactive means no such curve, though single readings can be large; an effect the other way counts as inactive or inconclusive.

SMILES	GALK inhibitor	hERG WT inh	MBNL1-CUG inh	Integrin act MD	KCNH2 3.1 block	TRPV1 agonist	S-ASM inh	MLL CXXC-DNA inh	A-T KAP1 phos	Coupling enz
COc1ccccc1N1CCN(C(=O)COc2cc(C)cc(C)c2)CC1	8%	2	-4%	-14%	4	0	-1%	1%	-6%	3
CCCCC(=O)N(c1ccc(OC)cc1)C1C=CS(=O)(=O)C1 (configuration not stated)	0%	-1	-3%	-3%	3	-18	5%	1%	-1%	2
Cc1onc(-c2ccccc2)c1CNC(=O)Nc1cccc(Cl)c1	0%	-13	4%	-48%[inhibitor]	-22	u	-2%	-1%	-3%	1
CC1=C(C(=O)OC(C)C)C(C2CC=CCC2)NC(=O)N1 (configuration not stated)	0%	0	-5%	19%	-32	1	-2%	5%	1%	2
CCCc1[nH]n(-c2nc3ccccc3s2)c(=O)c1C=NCC(C)C	-4%	-2	-1%	4%	-13	1	-5%	1%	-2%	-1
COc1ccc(-n2cc(-c3ccccc3)c3c(N4CCOCC4)ncnc32)cc1	3%	9	8%	31%	13	23	-8%	-4%	7%	2
CSc1ccc(/C=N/NC(=O)c2ccccc2Cl)cc1	-2%	-5	15%	1%	-7	u	2%	6%	1%	1
C[C@@H]1CCC[C@]2(O[C@@H](CCO)C[C@H](O)[C@H]2O)O1	x	-12	x	12%	11	x	8%	x	x	x
CCOc1cc(C=O)ccc1OCCCN1C(=O)NC(C)(C)C1=O	2%	-30	5%	-17%	-9	-3	-2%	16%	x	2
Cc1cnc(C(=O)NNC(=O)c2ccc(Br)cc2)cn1	x	-14	x	-27%	15	9	-6%	x	11%	x
COc1ccccc1NC(=O)CSc1nnc(CC(=O)Nc2ccccc2C)n1C	-1%	-13	3%	28%	6	5	1%	28%	3%	0
N#Cc1cc2c(nc1SCc1cccnc1)CCCCC2	2%	-16	6%	18%	8	19	0%	4%	x	14
CC1=Nc2ccccc2/C1=C\c1nc(-c2ccc(C(F)(F)F)cc2)oc1O	-6%	-23	-2%	-20%[7.66 µM]	-6	6	-15%	-19%	3%	-3
CC(C)=CCN1CCN(Cc2nc(C(C)C)cs2)CC1CCO (configuration not stated)	1%	4	-8%	-19%	15	-10	3%	-6%	14%	5
CC1=C(C#N)C(c2cccnc2)C2=C(CC(c3ccc(Cl)cc3)CC2=O)N1 (configuration not stated)	0%	-6	11%	-13%	0	1	x	-6%	12%	-2
COc1cccc(CN2CCC(n3nccc3NC(=O)CCCc3ccccc3)CC2)c1	7%	23	0%	-23%	-22	22	3%	2%	7%	x
C/C(Cn1cnc([N+](=O)[O-])n1)=N\NC(=O)c1ccccc1O	-2%	-4	u	7%	0	27	3%	-11%	8%	-3
COc1ccc(S(=O)(=O)Nc2ccccc2C(=O)NCc2ccco2)cc1Br	-1%	-3	-6%	21%	3	4	-2%	-3%	x	8
Cc1cccc(NC(=O)CSc2nnc(-c3cnccn3)n2Cc2ccco2)c1	-2%	3	13%	1%	-2	0	-1%	-1%	1%	2
Cc1ccccc1NS(=O)(=O)c1ccc(Cl)cc1	0%	13	8%	-10%	-25	2	4%	-5%	9%	-9
Cc1ccc(CCNC(=O)CSCc2ccc(F)cc2)cc1	-1%	-2	-15%	11%	5	u	-2%	-5%	5%	2
O=C(COc1ccccc1)NCC(=O)N/N=C/c1ccco1	-3%	7	x	6%	11	-4	7%	-2%	4%	-4
COC(=O)c1sccc1-n1cc(C#N)c(=O)n(C)c1=O	x	-6	-6%	4%	-5	-1	4%	3%	2%	0
O=C(NCCC1=CCCCC1)C(=O)NCC1OCCCN1S(=O)(=O)c1ccc(F)cc1 (configuration not stated)	-4%	-25	-3%	5%	x	-3	-1%	3%	-2%	0
Cn1c(CCC(=O)Nc2ccc(N3CCOCC3)cc2)nc(=O)c2ccccc21	-3%	6	8%	11%	-1	-2	-3%	5%	-4%	-1
COC(=O)C(Cc1ccc(O)cc1)NC(=O)CCc1nc2ccccc2s1 (configuration not stated)	3%	-9	-14%	7%	1	-2	-2%	13%	6%	3
Cc1n[nH]c(=O)nc1NCC1CCCO1 (configuration not stated)	-3%	5	8%	12%	20	2	-4%	19%	0%	1
O=C(NC1CCCc2ccccc21)c1cccc(S(=O)(=O)N2CCOCC2)c1 (configuration not stated)	8%	6	-2%	4%	6	3	-2%	-1%	1%	-1
COC(=O)c1oc2ccccc2c1NC(=O)c1ccccc1O	-3%	2	3%	-17%	-10	-6	-4%	-3%	11%	2
Oc1ccc(N=Nc2ccccc2C(F)(F)F)c2cccnc12	2%	-35	3%	-33%	-15	1	-9%	9%	-40%	-2
CCOC(=O)N1CCN(C(=O)COC(=O)CSc2cc(C)c(Br)cc2C)CC1	x	-2	x	15%	-5	14	-3%	x	-1%	x
Cc1ccc(-n2nnnc2SC(C)C(=O)NCC(=O)Nc2ccc(F)c(F)c2F)c(C)c1 (configuration not stated)	-1%	-2	-2%	-26%	5	14	-1%	-7%	-4%	-3
Cc1oc(-c2ccccc2F)nc1CSCC(=O)NC1CC1	0%	-13	2%	-20%	5	2	-2%	3%	-5%	-1
O=C(COC(=O)C1CCC(=O)N1)Nc1ccccc1OC(F)F (configuration not stated)	x	-2	x	28%	9	x	10%	x	-12%	x
O=S(=O)(O)c1cc(O)c2cc(Nc3ccccc3)ccc2c1	x	-11	x	28%	-4	x	335%[activator]	x	x	x
CCOC(=O)c1ccccc1NC(=O)CC1SC(=NC)N(C)C1=O (configuration not stated)	0%	-1	-9%	5%	2	5	-2%	0%	3%	-1
CCOc1ccc(S(=O)(=O)Nc2cccc(C(=O)N3CCN(c4cccc(OC)c4)CC3)c2)cc1	x	-5	x	0%	-4	-1	2%	x	1%	x
CC(/C=C/c1cccc([N+](=O)[O-])c1)=N\NC(=O)c1ccncc1	1%	-8	u	-50%[inhibitor]	-5	2	-1%	9%	6%	-3
CCOC(=O)Cc1c(C)nc2cc(-c3ccc(C(C)(C)C)cc3)[nH]n2c1=O	-3%	0	4%	-6%	-7	2	2%	14%	-1%	2
COC(=O)c1nn(-c2ccccc2)c(Cl)c1/C=N/OC(=O)c1ccc(Cl)c(Cl)c1	0%	-3	-7%	7%	-10	1	1%	11%	-4%	-3
O=C(COc1ccc(S(=O)(=O)NC2CCCCC2)cc1)NCCC1=CCCCC1	-3%	1	-1%	8%	4	1	-1%	14%	-2%	-1
Cc1ccccc1NC(=O)CSc1ccncc1	x	-1	-12%	-2%	5	13	4%	-18%	3%	3
Nc1ccn(-c2ccc(Cl)cc2)c(=O)c1	3%	-2	0%	2%	0	-5	-2%	-9%	u	0
Cc1ccc(C2=NN(S(C)(=O)=O)C(c3ccc4c(c3)OCO4)C2)cc1 (configuration not stated)	-1%	8	x	0%	6	-3	-4%	12%	3%	1
O=C1COC(c2ccccc2)C2CCCCN12 (configuration not stated)	2%	8	6%	20%	6	11	8%	12%	-4%	9
CC(=O)N[C@@H](Cc1c[nH]c2ccccc12)C(=O)OCc1ccc(C#N)cc1	0%	-10	-3%	-8%	17	3	0%[11.5 µM]	3%	7%	1
Cc1nc(N2CCN(c3ccccc3)CC2)c2c3c(sc2n1)CCC3	-1%	x	1%	x	x	23	x	12%	5%	3
CCOc1cc(/C=N/n2c(COc3ccccc3)n[nH]c2=S)ccc1O	2%	0	3%	-38%	-5	1	6%	-11%	-13%	3
Cc1c(C(=O)Nc2ccc(-c3nnc4n3CCCCC4)cc2)oc2c1ccc1ccccc12	-1%	2	1%	-22%	-7	3	u	4%	3%	0
Cc1cccc(OCC(=O)N(Cc2ccco2)C2CCS(=O)(=O)C2)c1C (configuration not stated)	x	-1	8%	5%	-3	3	6%	x	-8%	0
Cc1nc2ccc(NC(=O)c3cc(Cl)ccn3)cc2s1	-1%	-1	8%	4%	2	26	0%	-4%	0%	-3
CCCc1nnc(SCC(=O)N2CCCCC2C)n1CC (configuration not stated)	2%	-7	-2%	u	-8	-2	5%	-6%	-3%	5
COC(=O)C1=C(C)NC(C)=C(C(=O)OC)C1C(=O)OCC(=O)c1ccc(F)cc1	-3%	-12	1%	-38%	2	0	36%[activator]	9%	-5%	0

In another format: two of the compounds above.
Cc1ccccc1NC(=O)CSc1ccncc1
  GALK inhibitor: x; hERG WT inh: -1; MBNL1-CUG inh: -12%; Integrin act MD: -2%; KCNH2 3.1 block: 5; TRPV1 agonist: 13; S-ASM inh: 4%; MLL CXXC-DNA inh: -18%; A-T KAP1 phos: 3%; Coupling enz: 3
Nc1ccn(-c2ccc(Cl)cc2)c(=O)c1
  GALK inhibitor: 3%; hERG WT inh: -2; MBNL1-CUG inh: 0%; Integrin act MD: 2%; KCNH2 3.1 block: 0; TRPV1 agonist: -5; S-ASM inh: -2%; MLL CXXC-DNA inh: -9%; A-T KAP1 phos: u; Coupling enz: 0
